# RTF Ca sens act: cardiac RTF calcium sensitization. activation, % at 7.2 µM. 340,000 compounds, 0.24% hits. P19429+P45379. IANBD-labeled TnC RTF fluorescence at EC20 calcium; 0% EC20 calcium, 100% full calcium. AID 493008;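 active means activation above the mean over all tested compounds plus 3 SD, cut at about 30% in these data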;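 further: rise in fluorescence read as greater calcium sensitivity of cardiac thin filaments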
# Keap1 Nrf2 FP: disrupts human Keap1 binding to Nrf2 peptide | Q14145 | Keap1 Kelch-Nrf2 peptide fluorescence polarization, 1536-well | inhibition, % at 9.4 µM | 340,000 compounds, 0.15% hits | AID 504523; in the data active means inhibition above about 12%;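 further: human Keap1 Kelch domain with fluorescein labeled Nrf2 9mer peptide probe; 0% = neutral control wells and 100% = peptide positive control; higher means more block of Keap1 binding to Nrf2 peptide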
# Target sequence (Q14145 whole entry, looked up, the tested form may be a part): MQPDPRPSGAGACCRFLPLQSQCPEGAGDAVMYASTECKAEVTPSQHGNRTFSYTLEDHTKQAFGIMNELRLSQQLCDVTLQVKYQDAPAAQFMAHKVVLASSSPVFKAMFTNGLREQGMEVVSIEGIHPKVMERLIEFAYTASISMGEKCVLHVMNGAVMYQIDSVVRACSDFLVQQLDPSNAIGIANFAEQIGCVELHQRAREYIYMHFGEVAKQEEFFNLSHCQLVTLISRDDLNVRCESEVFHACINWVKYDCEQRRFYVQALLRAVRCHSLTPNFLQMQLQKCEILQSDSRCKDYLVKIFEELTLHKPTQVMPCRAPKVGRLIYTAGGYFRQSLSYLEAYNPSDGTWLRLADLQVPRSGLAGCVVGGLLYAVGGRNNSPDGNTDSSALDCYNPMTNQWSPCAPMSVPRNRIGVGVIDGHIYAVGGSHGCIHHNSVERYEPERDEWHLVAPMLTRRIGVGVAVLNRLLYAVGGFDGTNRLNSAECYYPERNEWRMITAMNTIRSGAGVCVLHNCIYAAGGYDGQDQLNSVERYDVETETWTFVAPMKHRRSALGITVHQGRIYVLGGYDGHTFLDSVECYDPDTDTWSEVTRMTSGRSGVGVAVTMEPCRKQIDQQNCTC
# CAL PDZ FP-1: human CAL PDZ-peptide interaction inhibition | Q9HD26 | purified CAL PDZ, TMR-peptide fluorescence polarization, 1 h | inhibition, % at 20 µM | 330,000 compounds, 0.02% hits | AID 504414;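 active means highest replicate inhibition of at least 40%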;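 further: plate controls were DMSO neutral control wells for no effect and unlabeled competitor peptide control wells for full effect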
#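 System: tagged CAL PDZ domain. Schedule: 1 h room-temperature incubation prior to read. Signal: fluorescence polarization (mP). Measure: percent inhibition from loss of millipolarization.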
# DAGLB inhibitor: blocks human DAGLB lipase activity; inhibition, % at 5.17 µM; HEK293T DAGLB membrane lysate, EnzChek fluorogenic substrate; Q8NCG7; 340,000 compounds, 0.059% hits; in the data active means inhibition above about 34%;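 further: 0% = enzyme with vehicle and 100% = wells lacking enzyme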
# SR-BI uptake up: SR-BI HDL lipid transfer activation; AID 504775; CHO ldlA[mSR-BI] cells, DiI-HDL uptake fluorescence, 3 h; 100 = double the neutral-control signal; activation, % at 12.5 µM; 320,000 compounds, 0.096% hits;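 active means mean replicate activation of at least 60% and every replicate at or above 60%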;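 further: 0% = median plate neutral-control signal and 100% = twice that signal; values of inactives mirror those of a sister screen read the other way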
#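 System: CHO ldlA[mSR-BI] cells / Medium: HEPES-buffered (25 mM, pH 7.4) F12 plus 0.5% BSA / Probe or stimulus: labelled HDL, 10 µg/mL / Doses: single compound concentration, delivered by pin transfer / Schedule: 3 h, 37 °C / Measured by: DiI fluorescence, bottom read / Measure: cell-associated DiI fluorescence as measure of HDL uptake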
# Rtt109 HAT inh: blocks Candida albicans Rtt109/Vps75 acetyltransferase activity. Q5AAJ8. purified Rtt109/Vps75, ThioGlo CoA-SH fluorescence, 4 h. inhibition, % at 34.9 µM. 330,000 compounds, 0.16% hits;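 active means inhibition of at least 50% in every replicate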
# Target sequence (Q5AAJ8 whole entry, looked up): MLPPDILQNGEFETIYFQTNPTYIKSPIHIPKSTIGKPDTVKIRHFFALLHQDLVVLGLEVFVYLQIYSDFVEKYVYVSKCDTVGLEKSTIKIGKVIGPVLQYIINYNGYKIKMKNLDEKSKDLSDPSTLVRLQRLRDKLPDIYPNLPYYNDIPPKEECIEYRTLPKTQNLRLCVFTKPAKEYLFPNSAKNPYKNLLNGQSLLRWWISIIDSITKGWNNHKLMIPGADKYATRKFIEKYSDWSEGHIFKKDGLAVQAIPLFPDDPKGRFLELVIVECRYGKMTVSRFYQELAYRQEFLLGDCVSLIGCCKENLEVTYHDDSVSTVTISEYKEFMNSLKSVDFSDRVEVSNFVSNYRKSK
# PKA-R2B act: activators of human PKA-R2B complex; AID 504700; activation, % at 11.4 µM; PKA-R2B holoenzyme dissociation, Cy5-IP20 fluorescence polarization; R2B truncated from residue 108, S112A mutant; 0% DMSO only, 100% 113 µM cGMP; 340,000 compounds, 0.079% hits; P22694+P31323;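 active means activation above a cutoff set at the mean over all compounds plus 3 SD, cut at about 18% in these data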;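 further: higher means more holoenzyme dissociation and a rise in polarization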
# CAL PDZ FP-2: inhibitors of human CAL PDZ peptide binding; Q9HD26; purified CAL PDZ, TMR-peptide fluorescence polarization, 1 h; inhibition, % at 24.9 µM; 300,000 compounds, 0.92% hits; AID 602252;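 active means mean inhibition of at least 30% with at least half of replicates also reaching 30%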;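 further: 0% = DMSO neutral control and 100% = excess unlabeled competitor peptide PRC23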
# LANA DNA inh: KSHV C-LANA DNA binding inhibition | 340,000 compounds, 0.078% hits | inhibition, % at 9 µM | MBP-C-LANA/FAM-LBS DNA binding, fluorescence polarization;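 active means highest replicate inhibition at or above 60% at 9 µM, even if other replicates fall short; inactive means all replicates below 60% inhibition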;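 further: 0% = neutral control wells and 100% = 4 µM acridine orange control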
# RTF Ca sens inh: cardiac RTF calcium desensitization; P19429+P45379; IANBD-labeled cardiac RTF, Ca2+ fluorescence; inhibition, % at 7.15 µM; 340,000 compounds, 0.12% hits; AID 493244;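 active means inhibition above the mean inhibition of all tested compounds plus 3 SD, cut at about 17% in these data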;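 further: assay run at fixed EC70 calcium of 1.6 mM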
# Starred values were filed as active, the others as inactive; . = not tested or not shown. Compounds were not picked by outcome; overall some 1.6% were active at least once.
# Preview, 2 compounds:
SMILES,RTF Ca sens act,Keap1 Nrf2 FP,CAL PDZ FP-1,DAGLB inhibitor,SR-BI uptake up,Rtt109 HAT inh,PKA-R2B act,CAL PDZ FP-2,LANA DNA inh,RTF Ca sens inh
CNc1c(NS(=O)(=O)c2ccc(F)cc2)c(=O)oc2ccccc12,-2.3,-1.2,-0.6,3.3,-3.4,5.1,-2.6,-1.4,0.9,4.8
O=C(CSc1nc2ccccc2c(=O)n1CCCC(=O)N1CCCC1)NCc1ccco1,1.9,-6.9,-0.2,2.0,30.5,3.8,7.3,-2.9,-1.1,2.8

# All compounds of this part, previewed entries included:
SMILES,RTF Ca sens act,Keap1 Nrf2 FP,CAL PDZ FP-1,DAGLB inhibitor,SR-BI uptake up,Rtt109 HAT inh,PKA-R2B act,CAL PDZ FP-2,LANA DNA inh,RTF Ca sens inh
CNc1c(NS(=O)(=O)c2ccc(F)cc2)c(=O)oc2ccccc12,-2.3,-1.2,-0.6,3.3,-3.4,5.1,-2.6,-1.4,0.9,4.8
O=C(CSc1nc2ccccc2c(=O)n1CCCC(=O)N1CCCC1)NCc1ccco1,1.9,-6.9,-0.2,2.0,30.5,3.8,7.3,-2.9,-1.1,2.8
O=C1C=CC(=O)N1c1ccc(OC(F)F)cc1,-0.5,-1.5,-0.3,-1.9,-0.4,16.8,0.0,-5.1,-0.7,0.6
CCOC(=O)C1CCCN(C(=O)c2cccc(S(=O)(=O)N(C)c3ccc(C)cc3)c2)C1 (stereo not given),-2.0,6.2,-0.4,-2.4,3.1,3.5,-11.0,.,-1.9,-5.1
Cc1ccc(-c2nc(SCC(=O)NCC3CCCO3)c(-c3ccc(C)cc3)[nH]2)cc1 (stereo not given),5.6,-3.1,0.2,1.6,-55.0,4.5,-10.3,.,0.4,-1.7
O=C(Nc1ccccc1Cl)c1cccc(NC(=O)c2cccs2)c1,7.7,-3.5,-1.9,-0.7,-39.2,17.6,2.4,-6.0,-0.7,-1.3
Cc1ccc(NC(=S)N2CCCN(Cc3ccc(F)cc3)C2)c(C)c1,-3.4,-2.2,-2.7,0.9,.,39.2,-2.5,-0.5,-1.2,-2.7
C=CCC[C@H](Cc1ccc(F)cc1)C(=O)OC[C@@H]1CCCN1C(=O)[C@@H](CC=C)CC(=O)NCCO,0.2,0.0,-0.2,-0.9,22.4,-6.7,5.6,1.2,-0.1,-15.5
O=S(=O)(c1cccc2nsnc12)N1CCc2ccccc2C1,1.1,1.1,-3.5,0.2,-8.8,-6.9,-7.8,.,0.6,-7.4
COc1ccc(C(=O)N/C(=C\c2cn(C)c3ccccc23)C(=O)NCCCN2CCOCC2)cc1OC,-2.0,-5.9,-0.8,1.8,8.4,16.7,-8.7,2.5,1.3,-4.4
Cc1ccc(S(=O)(=O)NNC(=O)Nc2ccc([N+](=O)[O-])cc2)c(C)c1,-1.9,-4.5,-1.8,-0.5,3.5,-14.4,4.9,-2.0,0.8,-0.1
COC(=O)c1ccc2c(=O)n(CC3CCCO3)c(SCC(=O)Nc3ccc(OC)cc3OC)nc2c1 (stereo not given),-4.1,4.1,-2.3,1.3,.,-5.6,3.7,2.6,0.9,1.0
CCOC(=O)c1c(NC(=O)CSC(=S)N(C)C)sc(C)c1C,-5.8,-1.9,-0.4,-1.8,-30.4,-2.5,-5.9,3.7,1.0,-14.8
COc1cc(NC(=O)c2sc3ncn(CC(=O)N4CCC(C)CC4)c(=O)c3c2C)cc(OC)c1OC,6.3,-2.0,-1.4,-0.4,.,-0.3,2.2,-6.1,0.3,-11.4
CCOC(=O)N1CCN(S(=O)(=O)c2ccc(C)cc2)C1,-3.9,-3.4,-1.0,1.5,.,26.0,-6.7,.,-1.3,-6.1
CCOC(=O)N1CCN(C(=O)CSCC(=O)N=c2sc3cc(OC)ccc3n2C)CC1,0.6,2.4,-2.6,-0.3,.,-3.7,-0.7,-3.4,0.2,-2.4
CCOC(=O)C(=NC1CCS(=O)(=O)C1)NNc1cc(Cl)ccc1Cl (stereo not given),0.1,6.4,-0.4,1.8,-21.7,-3.4,5.6,-1.2,11.5,-9.3
O=C(CN(Cc1ccc(Br)cc1)S(=O)(=O)c1ccccc1)NCc1ccncc1,-6.2,-1.5,-2.8,-5.9,8.0,.,-4.7,-2.3,-0.2,-1.0
O=C(c1ccccc1)N(NC(=O)C(O)(c1ccccc1)c1ccccc1)c1cccc(F)c1,-4.0,0.2,-0.9,-1.2,-27.0,-0.9,0.4,-1.9,-0.9,-5.8
Cc1nn(C)c(C)c1C1C(C#N)=C(N)OC2=C1C(=O)CCC2 (stereo not given),3.2,-3.8,0.0,0.0,-1.2,-0.9,-7.5,-0.2,-0.6,-7.9
O=C(N/N=C/CCc1ccccc1)C1CCCCC1,-0.1,2.8,-0.3,-0.9,16.5,-4.1,-10.0,0.1,0.7,-19.5
CCC/C(C)=N/NC(=O)c1ccccc1O,7.5,-6.9,-1.6,-4.7,14.0,-2.0,-4.0,1.9,1.0,-10.3
CCC1C(=O)n2nc(-c3ccccc3)cc2N=C1C (stereo not given),12.5,-1.0,-1.8,-3.7,-3.1,-3.5,-9.3,-4.9,2.4,0.9
COc1ccc(N(CC(=O)Nc2ccc(OC)cc2OC)S(=O)(=O)c2ccccc2)cc1,1.4,0.4,-3.1,-1.2,-47.3,7.1,-2.6,-2.9,-0.6,-11.4
COc1ccc(C(=O)CN2C(=O)NC3(CCCCCC3)C2=O)c(OC)c1,3.8,-4.6,-0.4,2.5,-7.2,10.5,2.5,-3.1,-0.7,-1.8
SMILES,RTF Ca sens act,Keap1 Nrf2 FP,CAL PDZ FP-1,DAGLB inhibitor,SR-BI uptake up,Rtt109 HAT inh,PKA-R2B act,CAL PDZ FP-2,LANA DNA inh,RTF Ca sens inh
Fc1ccc(CNn2cnnc2SCc2ccc(F)cc2)cc1,1.3,-6.5,-0.6,1.0,1.3,-8.5,-12.3,8.3,0.5,-1.9
CC1CC(C)CN(C(=O)c2ccc(C(=O)c3ccccc3)cc2)C1 (stereo not given),-6.8,0.8,0.1,-4.0,-14.5,-1.9,7.2,.,-2.0,1.0
Cc1ccccc1CN(c1ccc(C(=O)N/N=C/c2ccc(OCC(N)=O)cc2)cc1)S(C)(=O)=O,1.5,-5.4,-10.4,-3.6,-10.2,9.3,0.6,-11.2,-0.6,-0.3
COc1ccc(NC(=O)CCN=C2NS(=O)(=O)c3ccccc32)cc1S(=O)(=O)N(C)C,-0.2,0.4,0.4,-3.9,2.3,-5.5,4.4,-0.2,1.4,1.5
N/C(=N\OC(=O)c1cccs1)c1cccc(Br)c1,1.3,-1.4,-3.7,-5.4,.,10.5,-9.4,-2.0,-1.1,-2.5
Cc1nn2c(NCc3cccnc3)c3c(nc2c1-c1ccccc1)CCC3,-0.1,-5.0,0.9,0.2,-17.2,-3.5,-7.9,.,0.7,-5.3
COC(=O)c1ccccc1NC(=O)c1cc(C2CC2)on1,9.3,-5.7,2.6,-10.4,-38.1,-1.4,-10.0,.,0.0,-1.2
Cn1cc(S(=O)(=O)N2CCCC2)cc1C(=O)N1CCN(c2cccc(Cl)c2)CC1,5.8,-3.6,-1.4,2.6,-56.2,0.0,-0.9,.,-1.4,-7.7
CCOc1cc(/C=N/n2cnnc2)ccc1O,0.7,1.3,1.1,0.4,12.9,2.1,0.2,7.1,0.6,8.0
O=C1NC(=S)N/C1=C\c1cccnc1,4.3,-6.8,-1.1,-1.2,-0.9,0.4,-8.2,.,-0.2,-12.1
O=C(NCCS(=O)(=O)c1ccc(Br)cc1)c1ccc(Cl)cc1Cl,0.5,-1.1,-1.8,-3.8,8.6,4.0,2.8,8.7,0.3,-4.2
COc1ccc(CCC2(C)NC(=O)NC2=O)cc1 (stereo not given),3.3,-0.7,-3.2,1.6,-10.0,-5.2,0.5,-1.0,1.9,-1.1
Cc1ccc(Cl)cc1N(CC(=O)NCc1ccccc1)S(C)(=O)=O,-0.6,0.4,0.0,-11.5,25.0,-0.5,-9.4,-2.3,0.7,-5.4
O=C(Nc1ccccc1)Nc1ccccc1C(=O)NCCCN1CCOCC1,3.8,-1.3,-1.2,-0.5,-12.9,-2.8,0.1,-8.4,-0.7,-0.6
CCOC(=O)c1ccc(Nc2nnc(C(C)(C)C)c(=O)[nH]2)cc1,-10.3,-4.2,-3.9,-2.5,3.6,4.1,2.4,-0.6,4.2,-6.8
Cc1cccc(CCNC(=O)CCc2nnc(CCc3ccccc3)o2)n1,-0.5,2.8,-0.5,-2.8,-8.0,22.4,-6.3,2.1,-1.2,5.7
CCCC(=O)N(C1CC(C)C(C#N)(C#N)C1(C#N)C#N)N(C)C (stereo not given),-2.0,-51.7,8.3,3.0,-20.0,11.1,-2.6,1.7,-0.8,0.2
CCCCc1cc(=O)oc2cc(OCC(=O)N[C@@H](Cc3ccccc3)C(=O)O)ccc12,2.5,0.1,-0.4,2.0,-10.7,5.8,-5.6,2.2,2.2,2.6
CCCC(=O)c1ccc2c(c1)OCCO2,2.5,-0.6,-0.5,-2.0,12.2,2.1,-4.0,4.3,-1.0,-16.1

# Quoted at random: six entries already listed
SMILES,RTF Ca sens act,Keap1 Nrf2 FP,CAL PDZ FP-1,DAGLB inhibitor,SR-BI uptake up,Rtt109 HAT inh,PKA-R2B act,CAL PDZ FP-2,LANA DNA inh,RTF Ca sens inh
CCCC(=O)N(C1CC(C)C(C#N)(C#N)C1(C#N)C#N)N(C)C (stereo not given),-2.0,-51.7,8.3,3.0,-20.0,11.1,-2.6,1.7,-0.8,0.2
Cc1nn2c(NCc3cccnc3)c3c(nc2c1-c1ccccc1)CCC3,-0.1,-5.0,0.9,0.2,-17.2,-3.5,-7.9,.,0.7,-5.3
N/C(=N\OC(=O)c1cccs1)c1cccc(Br)c1,1.3,-1.4,-3.7,-5.4,.,10.5,-9.4,-2.0,-1.1,-2.5
CCCCc1cc(=O)oc2cc(OCC(=O)N[C@@H](Cc3ccccc3)C(=O)O)ccc12,2.5,0.1,-0.4,2.0,-10.7,5.8,-5.6,2.2,2.2,2.6
Fc1ccc(CNn2cnnc2SCc2ccc(F)cc2)cc1,1.3,-6.5,-0.6,1.0,1.3,-8.5,-12.3,8.3,0.5,-1.9
COC(=O)c1ccccc1NC(=O)c1cc(C2CC2)on1,9.3,-5.7,2.6,-10.4,-38.1,-1.4,-10.0,.,0.0,-1.2
